KCNQ2 inh: KCNQ2 channel blockers in CHO-K1 cells – cell-based, FluxOR thallium flux, B-score, primary screen (AID 2156) | O88943 | 20 min; active compounds read low | B-score at 10 µM | 310,000 tested, 1.1% active;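 active means fluorescence ratio B-score at most minus 3 library SDs, with starting brightness B-score within 2 library SDs, cut at about -5.5 in these data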
Target sequence (O88943 whole entry, looked up): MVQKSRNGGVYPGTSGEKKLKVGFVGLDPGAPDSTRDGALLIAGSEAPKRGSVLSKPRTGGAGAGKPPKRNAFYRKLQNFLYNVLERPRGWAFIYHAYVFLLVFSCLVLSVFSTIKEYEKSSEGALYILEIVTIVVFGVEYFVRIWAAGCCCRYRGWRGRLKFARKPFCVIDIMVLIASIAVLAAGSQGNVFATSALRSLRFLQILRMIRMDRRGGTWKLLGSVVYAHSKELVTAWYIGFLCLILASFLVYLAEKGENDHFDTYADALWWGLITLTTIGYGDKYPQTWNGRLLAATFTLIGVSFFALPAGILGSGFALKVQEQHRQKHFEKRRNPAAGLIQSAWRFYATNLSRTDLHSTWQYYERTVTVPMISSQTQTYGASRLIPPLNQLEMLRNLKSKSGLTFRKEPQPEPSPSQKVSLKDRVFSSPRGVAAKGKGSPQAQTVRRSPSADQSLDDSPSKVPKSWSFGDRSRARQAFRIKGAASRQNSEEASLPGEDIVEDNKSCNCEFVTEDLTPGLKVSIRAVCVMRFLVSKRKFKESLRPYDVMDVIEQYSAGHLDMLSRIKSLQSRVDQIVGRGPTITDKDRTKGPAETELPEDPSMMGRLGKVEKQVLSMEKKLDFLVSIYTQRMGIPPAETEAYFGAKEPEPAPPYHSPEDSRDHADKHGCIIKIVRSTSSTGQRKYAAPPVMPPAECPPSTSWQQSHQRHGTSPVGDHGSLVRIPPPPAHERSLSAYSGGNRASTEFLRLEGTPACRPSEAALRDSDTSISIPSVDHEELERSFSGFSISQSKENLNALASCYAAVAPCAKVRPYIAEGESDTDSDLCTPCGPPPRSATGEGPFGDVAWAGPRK
Kir21 inh: blocks the mouse Kir2.1 inward-rectifier potassium channel; HEK293-Kir2.1, FluxOR thallium flux fluorescence; active compounds read low; P35561; 310,000 tested, 0.85% active; B-score at 10 µM;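 active means fluorescence ratio B-score at or below minus 3 SD of library scores, with starting-brightness B-score within 2 SD, cut at about -4.2 in these data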;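 further: channel flux triggered by added potassium and thallium sulfate stimulus; B-score of peak minus minimum fluorescence over baseline after thallium stimulus; more negative B-score means stronger Kir2.1 block with less thallium influx; some compounds called inactive have numbers as strong as hits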
An asterisk follows results filed as active; i = inactive.

Second line of a record – KCNQ2 inh	Kir21 inh
Cc1cc(NC(=S)N(CCN2CCCCC2)Cc2ccco2)ccc1Cl
 : i	1.67
Cc1nnc(N(C)C(=O)c2ccccn2)s1
 : i	2.98
CC(=O)N1c2ccc(S(=O)(=O)N(C)CC(=O)Nc3cccc(C)c3)cc2CC1C (stereo not drawn)
 : i	-0.24
O=C(COC(=O)c1ccc(S(=O)(=O)C(F)F)cc1)NC(=O)NC1CCCCC1
 : i	-0.99
COC(=O)c1ccc(C(=O)N2CCCC(Nc3ccc(C(C)C)cc3)C2)nc1 (stereo not drawn)
 : i	-0.95
O=C(O)CN1C(=O)/C(=C\c2cccc(OC(=O)c3ccco3)c2)SC1=S
 : i	-0.3
O=C(CCNC(=O)c1ccccc1)Nc1ccc(F)c(Cl)c1
 : i	-0.98
COCCCNC(=O)CCCC(=O)NCCCOC
 : i	0.62
CCc1ccc(CNC(=O)c2ccc(OC)c(OC3CCN(C(C)C)CC3)c2)nc1
 : i	1.89
COc1ccc(/C=C(/NC(=O)c2cccs2)C(=O)NCc2ccco2)cc1OC
 : i	0.45
Cc1cccc(OCC(=O)NCCCNC(=O)c2cnccn2)c1
 : i	-0.99
O=C(CSCc1ccccc1Br)N/N=C/c1ccc2c(c1)OCO2
 : i	-0.06
CCOc1ccc(-n2c(=O)c3c(C)c(C(=O)N(C)C)sc3n(CC(=O)Nc3ccccc3F)c2=O)cc1
 : i	0.83
O=C(NNC(=O)c1ccccc1Cl)c1ccco1
 : i	1.3
O=C(NNC1CC(=O)N(c2ccc(Br)cc2)C1=O)c1cccnc1 (stereo not drawn)
 : i	0.16
O=C(c1ccco1)N(Cc1cc2ccccc2[nH]c1=O)CC1CCCO1 (stereo not drawn)
 : i	2.2
O=C(Cc1ccc(Cl)cc1)Nc1ccc(NC(=O)c2cccs2)cc1
 : i	-0.65
COc1ccc(S(=O)(=O)N2CCN(c3ncccn3)CC2)cc1OC
 : i	-0.71
Cc1[nH]c2ccc(C(=O)N3CCN(c4cccc(Cl)c4)CC3)cc2c1C
 : -6.19*	2.09
CCCNCC1C(Oc2ccc(Cl)cc2)C(=O)N1c1ccccc1C (stereo not drawn)
 : i	0.67

Entries from the list above that have fluorine:
Second line of a record – KCNQ2 inh	Kir21 inh
O=C(COC(=O)c1ccc(S(=O)(=O)C(F)F)cc1)NC(=O)NC1CCCCC1
 : i	-0.99
O=C(CCNC(=O)c1ccccc1)Nc1ccc(F)c(Cl)c1
 : i	-0.98
CCOc1ccc(-n2c(=O)c3c(C)c(C(=O)N(C)C)sc3n(CC(=O)Nc3ccccc3F)c2=O)cc1
 : i	0.83

Going on with the list:
Second line of a record – KCNQ2 inh	Kir21 inh
Fc1cccc(Cl)c1CNn1cn[nH]c1=S
 : i	0.04
CCN(C(=O)CSc1nncs1)c1c(N)n(Cc2ccccc2)c(=O)[nH]c1=O
 : i	0.52
CCOC(=O)N1CCN(C(=O)c2ccc3oc(CCCc4ccccc4)nc3c2)CC1
 : i	0.02
COc1ccc(OCCOC(=O)c2[nH]c(C)c(C(C)=O)c2C)cc1
 : i	-2.3
O=C(CN(C1CCCCC1)S(=O)(=O)c1ccc(F)cc1)NCCCO
 : i	0.17
CCN1CCn2c1nc(N1CCCCC1)nc2=O
 : i	-0.52
NS(=O)(=O)c1ccc(Nc2ccc3nonc3c2[N+](=O)[O-])cc1
 : i	1.69
COc1ccc(Cl)cc1S(=O)(=O)Nc1noc2ccccc12
 : i	0.32
Fc1ccc(CNCc2ccc3c(c2)OCO3)cc1
 : i	-0.11
O=C(Nc1ccc(F)cc1)Nc1ccc(Oc2ncnc3cc(Cl)ccc23)nc1
 : i	0.83
Cc1ccc(S(=O)(=O)NC(=O)Nc2ccc(C)cn2)cc1
 : i	-0.79
CCN=C(N/N=C/c1ccc([N+](=O)[O-])cc1)SC
 : i	-0.22
CCOC(=O)C1=C(O)C(=O)NC(c2ccccc2)=C(OCC)C1
 : i	-1.97
COc1ccc(N2C(=O)CC(Sc3n[nH]c(-c4ccc(C)cc4)n3)C2=O)cc1 (stereo not drawn)
 : i	0.38
COc1ccc(NC(=S)Nc2ccc(S(=O)(=O)N3CCOCC3)cc2)c(OC)c1
 : i	0.19
CC(C)(C)NC(=O)CSc1ncnc2c1nnn2Cc1ccccc1Cl
 : i	0.56
CC(C)(C)NC(=O)C(c1ccc(F)cc1)N(Cc1ccco1)C(=O)CCC(=O)Nc1nccs1 (stereo not drawn)
 : i	-1.26
Cc1ccc(NC(=O)Cc2ccccc2Cl)cc1S(=O)(=O)N(C)C
 : i	0.08
COc1ccc(C(=O)OCC(=O)Nc2cc(C)on2)cc1S(=O)(=O)N1CCOCC1
 : i	1.53
CN(CC(=O)NCc1ccccn1)S(=O)(=O)c1ccccc1
 : i	-0.16
COc1ccc(-c2cnc(N)nc2-c2ccc(OCc3ccccc3)cc2O)cc1
 : i	0
c1ccc2[nH]c(CN3CCOCC3)nc2c1
 : i	0.56
O=CN1CCN(C(=S)Nc2ccc(OC(F)F)cc2)CC1
 : i	0.12
CCOC(=O)c1nnn(-c2nonc2N)c1CSc1nnc(N)s1
 : i	0.07
CNC(=S)N(Cc1ccco1)Cc1cc2cc(OC)c(OC)cc2[nH]c1=O
 : i	0.03
CCC(NC(=O)c1cc(COc2ccc(OC)cc2Cl)on1)c1ccncc1 (stereo not drawn)
 : i	-0.65
Cc1ccc(C)c(S(=O)(=O)NCc2ccc(C(=O)NCc3ccco3)cc2)c1
 : i	-0.06
CCCCSCCCNC(=O)c1cn(C)c2ccc(S(=O)(=O)N3CCCC3)cc2c1=O
 : i	0.18
NC1=NC[C@H](Cc2ccccc2)N1CCCCC1CCCCC1
 : i	-5.78*
CCn1cc(CNC(=O)NC2CCCCC2)c(C)n1
 : i	0.36
O=c1cc(-c2ccc(Cl)cc2)[nH]c2ccccc12
 : i	1.14
CN1CCN(S(=O)(=O)c2cccc(C(=O)N(Cc3nnc(-c4ccc(Cl)cc4)o3)C3CC3)c2)CC1
 : i	1.13
COc1ccc(S(=O)(=O)Nc2cc(C(=O)NCCC(C)C)ccc2N2CCOCC2)cc1
 : i	0.92
CCn1nc(C)c(CNC(=O)C2CCC(=O)N(Cc3cccc(F)c3)C2)c1C (stereo not drawn)
 : i	-0.08
CCCCNC(=O)CCCCCn1c(=O)[nH]c2cc(C(=O)OC)ccc2c1=O
 : i	-1.8
O=[N+]([O-])c1c(Nc2cccc(O)c2)cc(Cl)c2nonc12
 : -15.8*	-7.36*
Cc1ccccc1CN1C(=O)CSc2ccc(C(=O)N3CCOCC3)cc21
 : i	-0.32
COc1ccc(Cl)cc1NC(=O)CSc1nnc(C2CC2)n1C
 : i	-1.13
COc1cccc(NC(=O)CSc2nnc(-c3cc(C)n(-c4ccccc4)c3C)o2)c1
 : i	0.83
CC(=O)c1ccc(OCCCC(=O)NC2CCC(C)CC2)cc1 (stereo not drawn)
 : i	-1.37

Of the compounds above, these contain a nitro group on carbon.
Second line of a record – KCNQ2 inh	Kir21 inh
NS(=O)(=O)c1ccc(Nc2ccc3nonc3c2[N+](=O)[O-])cc1
 : i	1.69
CCN=C(N/N=C/c1ccc([N+](=O)[O-])cc1)SC
 : i	-0.22
O=[N+]([O-])c1c(Nc2cccc(O)c2)cc(Cl)c2nonc12
 : -15.8*	-7.36*

Following part.
Second line of a record – KCNQ2 inh	Kir21 inh
CN(CC(=O)Nc1ccc(C#N)cc1)Cc1ccc(Cl)c(Cl)c1
 : i	-0.32
Cc1cnnn1-c1cccc([N+](=O)[O-])c1
 : i	0.14
Cn1c(=O)c2c(ncn2CC(O)CO)n(C)c1=O (stereo not drawn)
 : i	0.76
Cc1nn(C)cc1CNC(=O)c1cnn2c1NC(c1ccc(Br)cc1)CC2C(F)(F)F (stereo not drawn)
 : i	1.67
COCC(C)NC(=O)C1c2ccccc2Oc2ccccc21 (stereo not drawn)
 : i	0.72
CCOC(=O)N1CCN(C(=O)CN(Cc2ccc(Cl)cc2)S(=O)(=O)c2ccccc2)CC1
 : i	0.09
COc1cc(NC(=O)CN(C)C2CCCCC2)c(C)cc1[N+](=O)[O-]
 : i	-1.16
O=C(O)COCC(=O)N1CCCN(c2ccc(C(F)(F)F)cn2)CC1
 : i	-0.91
Cc1cccc(NS(=O)(=O)c2cccc(C(=O)NCC(c3ccco3)N3CCCCC3)c2)c1 (stereo not drawn)
 : i	-0.65
Cc1cccc(NC(=O)C2CCN(C(=O)[C@@H]3Cc4ccccc4CN3)CC2)c1
 : i	-0.89
NC(=O)c1nsc(C(=O)N(c2cccc(O)c2)C(C(=O)NC2CCCC2)c2ccc(Cl)cc2)c1N (stereo not drawn)
 : i	0.03
O=C(NCCn1ccc2ccccc21)c1ccc(S(=O)(=O)N2CCOCC2)cc1
 : i	-0.44
Clc1ccc(-n2c(SC/C=C/c3ccccc3)nnc2-c2cccnc2)cc1
 : i	-3.14
Cc1cccc(-c2nnc3n2N=C(c2ccccc2Br)CS3)c1
 : i	1.99
CC(C)CNc1nc(Oc2ccc(=O)[nH]n2)nc(N(C)C)n1
 : i	-0.02
CC(=O)c1cccc(NC(=O)N2CCC(c3ccc(C)cc3)C2)c1 (stereo not drawn)
 : i	0.62
CCc1ccc(NC(=O)CC2C(=O)NCCN2C(=O)c2ccc(F)cc2)cc1 (stereo not drawn)
 : i	-1.02
CCC(=O)Nc1nnc(S(=O)(=O)N2CCCC2)s1
 : i	2.17
CN(C)c1cc[n+](/C(C(=S)Nc2ccc(SC(F)F)cc2)=C(/[O-])c2ccccc2)cc1
 : i	2.96
N#C/C(=C(/O)COc1cccc2ccccc12)c1nc2ccccc2[nH]1
 : i	0.94
CC1Cc2cc(/C(O)=C3/C(=O)C(=O)N(CCN4CCOCC4)C3c3ccc(N(C)C)cc3)ccc2O1 (stereo not drawn)
 : i	1.14
Cc1cc(NC(=O)NC(=O)c2ccccc2F)no1
 : i	1.43
Cc1ccc(-n2c(=O)c3sccc3n(CC(=O)NCC3CCCO3)c2=O)cc1F (stereo not drawn)
 : i	0.19
Cc1ccc(NC(=O)CCCc2c[nH]c3ccccc23)nc1
 : i	1.32
CC1SC(c2ccccc2Cl)NC1=O (stereo not drawn)
 : i	1.88
O=C(c1ccco1)N1CCN(C(=O)c2cc(Cl)nc3ccccc23)CC1
 : i	1.81
CCS(=O)(=O)n1nc(-c2cccnc2)nc1NCc1ccc(F)cc1
 : i	-1.7
Cc1ccccc1C(=O)NC(=S)NC1CCS(=O)(=O)C1 (stereo not drawn)
 : i	1.44
Cc1ccc(/C=N/NC(=O)Cc2c(F)cccc2Cl)s1
 : i	-1.55
CCC(=O)Nc1ccc(S(=O)(=O)N2CCC(c3nc4ccccc4[nH]3)CC2)cc1
 : i	0
CC(C)Cc1cc(-c2ccco2)c(C#N)c(N)n1
 : i	1.46
Cc1noc(/C=C/N(C)C)c1S(=O)(=O)N1CCCC(C(=O)NCc2ccco2)C1 (stereo not drawn)
 : i	-0.04
O=C(CSc1nccn1Cc1ccccc1)NC1CCCC1
 : i	-0.47
O=S(=O)(N[C@H]1C[C@@H](NS(=O)(=O)OCC(Cl)(Cl)Cl)C2CCCCC21)OCC(Cl)(Cl)Cl (stereo partly drawn)
 : i	0.34
CC(/C=C1\SC(=S)N(C(C(=O)O)c2ccccc2)C1=O)=C\c1ccccc1 (stereo not drawn)
 : i	1.45
N#Cc1cccc(C(c2nnnn2CCc2ccccc2)N2CCN(C3CCCCC3)CC2)c1 (stereo not drawn)
 : i	-3.43
COc1ccc(F)cc1C(=O)C1CCCN(Cc2c[nH]c3ccccc23)C1 (stereo not drawn)
 : i	-2.95
NNC(=O)CN1CCN(c2ncc(C(F)(F)F)cc2Cl)CC1
 : i	1.96
COc1ccc(OC)c(/C=N/NC(=O)CC(=O)NC2CCCCC2)c1
 : i	0.38
CCSC1=C(C#N)C(c2ccccc2Cl)CC(=O)N1 (stereo not drawn)
 : i	-0.38
CCC1CCCCN1CCNC(=O)CCS(=O)(=O)c1ccc(Br)cc1 (stereo not drawn)
 : i	-0.05
Cc1nn(C)cc1CNC(=O)C1(C)CC1(Cl)Cl (stereo not drawn)
 : i	-0.05
O=C(Nc1cccc(Oc2ccc3c(c2)C(=O)NC3=O)c1)c1cccs1
 : i	0.83
COC(CNC(=O)c1ccc2c3c(onc13)-c1ccccc1C2=O)OC
 : i	-12.2
O=C(Nc1ccccc1N1CCCCC1)c1ccc(F)cc1
 : i	-0.01
CC(C(=O)NC(=O)NC1CCCCC1)N1CCN(c2ccccn2)CC1 (stereo not drawn)
 : i	-0.02
COC(=O)c1ccc(NC(=O)CC2C(=O)N(C)C(=S)N2Cc2ccc(S(N)(=O)=O)cc2)cc1 (stereo not drawn)
 : i	0.21
CCN(C(=O)COC(=O)c1cc2c(s1)CCCCC2)C1CCS(=O)(=O)C1 (stereo not drawn)
 : i	0
O=C(C1CC(c2ccc(F)cc2)=NO1)N1CCCc2ccccc21 (stereo not drawn)
 : i	0.15
O=c1cnc2ccccc2n1Cc1ccc(Br)cc1
 : i	0.27
CCOC(=O)N1CCN(c2c(NCCc3ccc(OC)c(OC)c3)c(=O)c2=O)CC1
 : i	-1.36
Cc1ccc(S(=O)(=O)/N=C2\SC(CC(=O)Nc3ccc(F)cc3)C(=O)N2c2ccccc2)cc1 (stereo not drawn)
 : i	1.19
CCOc1ccccc1CN1CCNC(=O)C1CC(=O)N(C)CCC1CCOCC1 (stereo not drawn)
 : i	-0.56
CCOC(=O)c1cccc(NC(=O)CNC(=O)C2CCCCC2)c1
 : i	-0.06
Cc1cccc(N(Cc2ccccc2)C(=O)CCl)c1
 : i	-2.71
CCOC(=O)C(=O)NCc1ccc(/C=C2/N=C(C)C(C(=O)OCC)=C2O)o1
 : i	-1.49
COc1ccc(OC)c(C(=O)COC(=O)c2cc(C)oc2C)c1
 : i	1.46

Screening data deposited in PubChem by Johns Hopkins Ion Channel Center.
